Source: PubChem
GPR151 activ: activates the human receptor GPR151; Q8TDV0; activation, % at 11.2 µM; actives 1% (n = 650,000); PathHunter beta-arrestin GPR151 cells, luminescence; in the data active = activation above about 4.9%;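 also: 0% = median of compound wells and 100% = cells with positive control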
Target sequence (Q8TDV0 whole entry, looked up): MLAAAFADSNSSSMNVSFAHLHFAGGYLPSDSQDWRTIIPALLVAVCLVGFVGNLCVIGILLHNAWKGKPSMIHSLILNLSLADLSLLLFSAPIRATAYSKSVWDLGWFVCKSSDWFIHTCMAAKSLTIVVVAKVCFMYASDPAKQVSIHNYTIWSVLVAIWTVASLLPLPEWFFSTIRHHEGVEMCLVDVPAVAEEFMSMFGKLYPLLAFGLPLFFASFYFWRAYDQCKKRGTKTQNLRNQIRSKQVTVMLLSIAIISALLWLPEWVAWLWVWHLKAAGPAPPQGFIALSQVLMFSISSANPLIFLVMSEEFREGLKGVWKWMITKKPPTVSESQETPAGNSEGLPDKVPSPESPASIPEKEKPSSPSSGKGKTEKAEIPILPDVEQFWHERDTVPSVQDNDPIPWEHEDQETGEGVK
TEAD-YAP block: TEAD-YAP interaction inhibition | HEK-TIYL cells, TEAD-Gal4/YAP UAS-luciferase luminescence | AID 1259422 | inhibition, % at 9.12 µM | actives 1.4% (n = 640,000); in the data active = inhibition above about 32%;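 also: 0% = median of test compound wells and 100% = reference inhibitor wells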
FBW7 activator: activators of human E3 ligase FBW7; Q969H0; AlphaScreen FBW7–phospho-cyclin E peptide binding, activator screen; normalized activity (activation), % at 26.1 µM; actives 0.13% (n = 650,000); in the data active = normalized activity above about 1.9%;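 also: purified mutant Fbw7 with reduced substrate affinity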
Target sequence (Q969H0 whole entry, looked up): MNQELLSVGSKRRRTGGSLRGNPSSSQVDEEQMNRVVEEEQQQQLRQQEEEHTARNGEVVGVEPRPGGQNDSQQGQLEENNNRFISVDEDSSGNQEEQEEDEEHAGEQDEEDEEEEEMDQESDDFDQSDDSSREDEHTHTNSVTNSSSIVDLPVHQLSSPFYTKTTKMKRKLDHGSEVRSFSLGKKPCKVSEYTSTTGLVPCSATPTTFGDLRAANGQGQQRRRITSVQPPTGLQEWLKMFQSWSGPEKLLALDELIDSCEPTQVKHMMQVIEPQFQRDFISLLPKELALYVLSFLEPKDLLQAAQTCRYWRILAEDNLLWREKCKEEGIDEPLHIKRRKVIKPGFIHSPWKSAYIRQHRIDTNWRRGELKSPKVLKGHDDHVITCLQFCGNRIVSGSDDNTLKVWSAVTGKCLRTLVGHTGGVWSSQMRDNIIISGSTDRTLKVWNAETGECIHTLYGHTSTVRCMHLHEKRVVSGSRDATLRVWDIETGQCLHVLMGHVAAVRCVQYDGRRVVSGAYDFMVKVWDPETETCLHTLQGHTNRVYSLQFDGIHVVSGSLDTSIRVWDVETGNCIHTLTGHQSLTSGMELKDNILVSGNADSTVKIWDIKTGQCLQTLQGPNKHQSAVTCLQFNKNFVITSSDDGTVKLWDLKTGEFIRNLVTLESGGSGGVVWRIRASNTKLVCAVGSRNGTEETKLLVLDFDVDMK
MITF inh: blocks human microphthalmia-associated transcription factor. inhibition, % at 2.6 µM. O75030. actives 0.91% (n = 650,000). AlphaScreen MITF homodimerization, bead proximity signal. AID 1259374; in the data active = inhibition above about 50%;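 also: 0% = vehicle wells with protein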
Starred values were filed as active, the others as inactive.

canonical_smiles | GPR151 activ | TEAD-YAP block | FBW7 activator | MITF inh
Cc1ccc(S(=O)(=O)N(CC(=O)NCCSc2ccc(Cl)cc2)c2cccc(Cl)c2)cc1 | 1.3 | 6 | 0.0 | 8
CC(C)(C)n1ncc2c(=O)n(CC(=O)NCc3ccco3)cnc21 | -0.8 | -53 | 0.0 | 10
CSc1ncc(Cl)c(C(=O)Nc2ccc(S(=O)(=O)N3CCCCC3)cc2)n1 | 2.2 | 8 | -0.2 | 0
CCOC(=O)C(C)(C)N(Cc1ccc(C)cc1)S(=O)(=O)c1ccc([N+](=O)[O-])cc1 | 1.3 | 4 | 0.1 | 30
CC1CCC2(CC1)NC(=O)N(CN1CCOCC1)C2=O (stereo not given) | -1.2 | -9 | -0.1 | 18
CCOC(=O)C1=C(C)NC(=O)NC1N(C)C (stereo not given) | 1.3 | 2 | -0.1 | 0
Cc1cc2nc(/C(C#N)=C/c3ccc4c(c3)n(C)c(=O)n4C)[nH]c2cc1C | -1.4 | -5 | 0.1 | -4
COc1ccc(NC(=S)N(CCCN2CCOCC2)Cc2cccnc2)cc1Cl | 0.3 | -11 | 0.1 | 18
CCn1c(CCCNC(=O)c2ccc(F)cc2)nc2ccccc21 | -0.6 | -5 | -0.2 | -2
O=C1c2cccc3cc([N+](=O)[O-])cc(c23)C(=O)N1/N=C/c1cccc(Cl)c1 | 3.5 | 0 | -0.1 | 1
CCCCC(CC)CNC(=O)Cn1c(=O)[nH]c2ccsc2c1=O (stereo not given) | 1.5 | 11 | -0.1 | 1
O=C1Cc2cc(S(=O)(=O)Nc3cccc(Cl)c3)cc3c2N1CCC3 | 5.3* | 12 | 0.7 | 12
CN1CCN(C(=O)c2ccc(-c3nc(NCCOc4ccccc4)c4ncn(C5CCCCC5)c4n3)cc2)CC1 | 1.6 | 19 | 0.1 | 13
O=C(O)c1nn(Cc2cc(=O)oc3ccc4ccccc4c23)c(=O)c2ccccc12 | -1.2 | 2 | 0.2 | -6
Cc1ccccc1NC(=O)Cn1c(=O)n(CCc2ccccc2)c(=O)c2cccnc21 | 3.7 | 1 | 0.0 | 3
COc1ccc(S(=O)(=O)SC)cc1N | -0.5 | 21 | 0.2 | 4
COc1ccc(/C=C(\NC(=O)c2ccc(C)cc2)C(=O)NC(C(=O)O)C(C)C)cc1 (stereo not given) | 1.7 | 8 | 0.2 | 6
CCC(C)(C)NC(=O)C1CCN(c2nccc(C)n2)CC1 | 0.1 | -6 | -0.2 | -11
COC(=O)c1cccc(S(=O)(=O)Nc2cccc([N+](=O)[O-])c2)c1 | -0.5 | -4 | 0.1 | 4
O=C(Nc1cccc(Cl)c1)C1C2C=CC3(O2)C1C(=O)N(C1CCCCC1)C3C(=O)NC1CCCCC1 (stereo not given) | 1.2 | 3 | 0.0 | 6
O=C(c1cccc(F)c1)N1CCC(O)(c2cccnc2)CC1 | 1.5 | 0 | 0.2 | 13
CCC(=O)Nc1sc(C)c(C)c1C(N)=O | 0.9 | 16 | 0.3 | 14
CCCN1C(=O)C(O)(CC(=O)c2cccc(Br)c2)c2ccccc21 (stereo not given) | -0.7 | -3 | 0.6 | -1
COC(=O)C1=CN(Cc2ccc(F)cc2)C=C(C(=O)OC)C1c1ccc(OC)c(OC)c1 | -0.3 | -4 | 0.1 | -13
O=C(COc1ccc(Cl)cc1)Nc1ccc(-c2nc3ccccc3[nH]2)cc1 | -1.2 | -13 | -0.1 | 0
CC(C)(C)c1ccc(C(=O)Nc2ncc(Cc3ccccc3Cl)s2)cc1 | 1.5 | -6 | -0.5 | 1
O=C(/C=C/c1ccc(-c2ccccc2[N+](=O)[O-])o1)c1cccnc1 | 1.2 | -1 | -0.2 | 18
CN(C)c1cccc(Nc2ncc(C(=O)NCc3cccc(C(F)(F)F)c3)s2)c1 | 0.8 | 9 | 0.0 | 8
CN1CCN(c2ccccc2NC(=O)c2nn(C)c3c2CSc2ccccc2-3)CC1 | -2.6 | -10 | 0.7 | 17
CN(C)C(=O)c1ccc2c(c1)CC(c1nc3ccc(-c4ccnc(N)n4)cc3[nH]1)CO2 (stereo not given) | -1.1 | 3 | -0.1 | 7
O=C(NCCCN1CCCC1=O)c1cccc(N2CCc3ccccc3C2)c1 | 0.0 | 0 | -0.1 | -4
Cc1ccc(S(=O)(=O)NC(=O)Nc2ccccc2C(F)(F)F)cc1 | 0.3 | 4 | -0.1 | 4
O=C(Nc1ccc(CN2CCCCC2)cc1)c1ncoc1-c1cccc(F)c1 | 0.2 | 8 | -0.1 | -15
CCOc1ccc(NCC(=O)N/N=C/c2ccc(Br)cc2)cc1 | 3.3 | 5 | 0.0 | 0
CCOc1ccc(N=C2C(=O)Nc3ccc([N+](=O)[O-])cc32)cc1 | 2.7 | -6 | 0.1 | 13
O=C(N/N=C/c1ccccc1Br)c1cccnc1 | 2.0 | -13 | 0.1 | 8
N#Cc1c(NC(=O)CON2C(=O)CCC2=O)sc2c1CCCC2 | -0.5 | 10 | -0.1 | -5
O=C(COC(=O)c1ccco1)c1ccc(Cl)c(Cl)c1 | 1.0 | 0 | -0.1 | -10
O=CNNC(=S)Nc1cccc(Cl)c1 | 0.2 | -4 | 0.3 | 7
CC1Sc2cc(Cl)ccc2N(Cc2ccccc2C#N)C1=O (stereo not given) | -0.4 | 8 | 0.0 | -7
Brc1ccc(CN2CCC(N3CCCCC3)CC2)cc1 | -0.6 | -8 | -0.4 | 42
O=[N+]([O-])c1ccc(N2COc3ccc4ccccc4c3C2)cc1 | -1.3 | 9 | -1.0 | 12
Cn1c(=O)[nH]c(=O)c2c1nc(NCCCO)n2CC(=O)c1ccccc1 | -0.3 | 14 | 0.1 | 8
CCC(=O)c1ccc(OCC(=O)O)cc1 | 0.2 | 10 | -0.1 | -6
c1ccc(-c2cc3c(ncn4nnnc34)s2)cc1 | 1.6 | -25 | 0.6 | 4
CNc1nc(NCc2ccccc2)nc(N)c1[N+](=O)[O-] | 0.8 | -14 | 0.1 | 5
COc1ccccc1NC(=O)N1CCC(O)(c2ccc3c(c2)OCO3)CC1 | 0.9 | 12 | 0.4 | 10
Oc1ccccc1-c1nnc2n1N=C(c1ccc(F)cc1)CS2 | -1.1 | 0 | 0.8 | -11
Cc1ccc(-n2cc[nH]c2=S)c(C)c1 | 2.3 | -5 | 0.0 | -3
CCOc1ccc(C(=O)CN2CCN(S(=O)(=O)c3ccc(OC)cc3)CC2)cc1 | -0.1 | -8 | -0.1 | -10
O=S(=O)(NCC1CCCO1)c1ccc(Br)s1 (stereo not given) | 0.4 | 4 | 0.5 | 9
COc1ccccc1NC(=O)CN(Cc1ccco1)C(=O)c1ccc(=O)[nH]c1 | 1.9 | 11 | 0.0 | 4
CCCn1c(C)cc(/C=C(\C#N)C(=O)OCC(=O)Nc2cccc3ccccc23)c1C | 1.2 | -3 | 0.0 | 4
Cc1c(NC(=O)C(=O)/C=C(\O)c2ccccc2)c(=O)n(-c2ccccc2)n1C | 1.1 | -32 | -0.1 | 4
COc1ccccc1C(=O)N/N=C(\C)c1ccc(C)o1 | -0.8 | -50 | 0.0 | -1
O=C(c1ccc(F)cc1)N1CCCCC(Cl)C1=O (stereo not given) | 1.5 | 24 | 0.3 | -1
COc1ccccc1N1CCN(C(=O)CSc2nc3c(sc(=S)n3CCc3ccccc3)c(=O)n2-c2ccccc2OC)CC1 | -0.1 | 4 | 0.0 | 3
CC(NC(=O)C1(c2ccccc2)CCCCC1)c1nc(-c2ccncc2)n[nH]1 (stereo not given) | -0.1 | 10 | 0.0 | 2
CCc1cccc(NS(=O)(=O)c2ccc3c(c2)oc(=O)n3C)c1 | -0.5 | 12 | -0.3 | 3
CN(CCOC(=O)c1ccccc1)C(C)(C)C | 0.4 | -1 | -0.1 | 4

An excerpt of these results, field by field.
CCC(=O)c1ccc(OCC(=O)O)cc1
  GPR151 activ: 0.2 | TEAD-YAP block: 10 | FBW7 activator: -0.1 | MITF inh: -6
Cc1c(NC(=O)C(=O)/C=C(\O)c2ccccc2)c(=O)n(-c2ccccc2)n1C
  GPR151 activ: 1.1 | TEAD-YAP block: -32 | FBW7 activator: -0.1 | MITF inh: 4
CC1Sc2cc(Cl)ccc2N(Cc2ccccc2C#N)C1=O (stereo not given)
  GPR151 activ: -0.4 | TEAD-YAP block: 8 | FBW7 activator: 0.0 | MITF inh: -7
CCOc1ccc(NCC(=O)N/N=C/c2ccc(Br)cc2)cc1
  GPR151 activ: 3.3 | TEAD-YAP block: 5 | FBW7 activator: 0.0 | MITF inh: 0

The listing continues:
canonical_smiles | GPR151 activ | TEAD-YAP block | FBW7 activator | MITF inh
CC(=O)Nc1cccc(NC(=O)c2cccnc2)c1 | -0.1 | 8 | -0.1 | -9
CC(C)C(=O)NC(=S)Nc1cccc(-c2nc3ncccc3o2)c1 | -1.0 | 4 | 0.5 | 12
COc1cc(C(=O)NCC2Cc3cc(-c4cccnc4)cc(F)c3O2)cc(OC)c1OC (stereo not given) | -0.6 | -8 | -0.3 | 8
CN(Cc1c(F)cccc1Cl)C(=O)c1cn2ccccc2n1 | -0.4 | -8 | 0.0 | 14
CCOC(=O)c1ccc(NC(=O)c2cc3cc(Cl)ccc3oc2=N)cc1 | -1.5 | 7 | 0.0 | 0
Cc1ccc(CNC(=O)CCNS(=O)(=O)c2cc(Br)cnc2N)cc1 | -0.6 | 3 | -0.2 | -3
COc1ccccc1NC(=O)CNC(=O)C1O[C@@H]2OC(C)(C)O[C@@H]2[C@H]2OC(C)(C)O[C@@H]12 (stereo not given in full) | 0.7 | 14 | -0.1 | 10
CCOC(=O)C1(Cc2cccc(OC)c2)CCCN(C(=O)CCc2ccccn2)C1 (stereo not given) | -0.9 | -35 | -0.1 | -3
COc1ccc(CC(=O)NC2CC2)cc1OC | -1.5 | -10 | -0.1 | -13
Cc1cc(C(=O)Nc2sc3c(c2C#N)CCCC3)no1 | -1.3 | -38 | 0.5 | 0
Cc1cc(-c2nnc(CCC(=O)N3CCN(C)C(c4ccccc4)C3)o2)no1 (stereo not given) | 0.2 | 0 | 0.0 | 8
O=C(C(=O)c1ccc(C(=O)O)c2c(C(=O)O)cccc12)c1ccccc1 | 1.1 | 4 | -0.9 | 3
COc1cccc(-c2cnc3c(NCC4CC4)nccn23)c1 | 1.0 | -89 | -0.8 | 14
O=C(Nc1cc(S(=O)(=O)Nc2ccc(Cl)cc2)ccc1Cl)C(F)(F)F | -1.2 | -4 | 0.2 | 12
O=[N+]([O-])c1cc(S(=O)(=O)N2CCCC2)ccc1N/N=C/c1cccs1 | 0.1 | -15 | -0.1 | 3
COc1ccc(C(c2nnnn2CC2CCCO2)N2CCN(c3ccccc3)CC2)cc1 (stereo not given) | 0.7 | 0 | -0.1 | 15
Cc1cc2nc(-c3cccc(C(F)(F)F)c3)ccn2n1 | 2.8 | 2 | 0.1 | -2
Nc1ncc(N=Nc2ccc3c(c2)OCCO3)s1 | -1.3 | -43 | -0.2 | 0
COc1ccc(N(CN2C(=O)c3cccc([N+](=O)[O-])c3C2=O)C(C)=O)cc1 | 0.6 | 0 | -0.1 | 4
COc1ccc(C2NC(=O)NC(C)=C2C(=O)OC2CCCC2)cc1Br (stereo not given) | -1.1 | -7 | 0.6 | 10
O=C(CCCc1ccccc1)NCc1cccnc1 | 0.6 | -7 | -0.1 | -5
O=C(Nc1ccccc1F)C1CCCN(C(=O)Nc2ccc(F)cc2)C1 (stereo not given) | 0.2 | 11 | 0.0 | 6
O=C1CSC(c2cccc([N+](=O)[O-])c2)N1c1ccccc1F (stereo not given) | 1.0 | -9 | -0.1 | 1
O=C(Nc1c2c(nn1-c1ccc(F)cc1)CSC2)c1ccccc1C(F)(F)F | -0.9 | 9 | 0.2 | 7
CCC[C@@H]1NC(=O)[C@H]2CN(C(=O)Oc3ccccc3)CCN2C1=O | 1.8 | 4 | 0.0 | -7
Cc1cc(C)n2c(=O)c3ccc(Cl)cc3nc2c1C#N | 2.0 | 4 | 0.2 | -3
Cn1cc(Cl)c(C(=O)Nc2nc3ccc([N+](=O)[O-])cc3s2)n1 | 0.3 | -3 | 0.1 | 2
COc1ccc(NC(=O)c2cc([N+](=O)[O-])ccc2NCc2ccco2)cc1 | -0.1 | -23 | -0.2 | 41
Cc1c(Cl)cccc1NC(=O)CCC(=O)NNC(=S)Nc1ccccc1 | 0.3 | 2 | -0.3 | -6
O=C(N1CCOCC1)N1CCc2nc(N3CCCC3)[nH]c(=O)c2C1 | 0.2 | 1 | 1.7 | 7
CCOc1ccc(NC(=O)COC(=O)C2CC(=O)N(c3ccc(OC)cc3)C2)cc1 (stereo not given) | -1.3 | 28 | 1.6 | 9
O=C(OC1CCCCC1)c1ccc(NC(=O)c2ccco2)cc1 | 0.1 | 13 | 0.3 | 14
COc1ccc(-c2cc(C(=O)NN3CC(O)=C(c4nc5ccccc5n4C)C3=N)[nH]n2)cc1 | -0.8 | -6 | -0.1 | -15
COc1ccc(C(=O)Nc2ccc(Cl)c(-c3nc4ccccc4[nH]3)c2)cc1Cl | -0.3 | 9 | 0.0 | 11
COc1ccc(C2CC(C(F)(F)F)n3nc(C(=O)N(C)C4CCCCC4)c(Cl)c3N2)cc1 (stereo not given) | -0.6 | 5 | 0.0 | 9
O=C(Nc1ccc(O)cc1)c1ccc2c(c1)C(=O)N(c1ccccn1)C2=O | 0.1 | 1 | 0.1 | -17
Cc1c(Cl)cccc1NC(=O)c1sc2nc3c(cc2c1N)CN(C)CC3 | 0.5 | 19 | -0.1 | 2
O=C1c2ccccc2C(=O)N1COC(=O)C12CC3CC(CC(C3)C1)C2 | 0.6 | 3 | 0.0 | 7
O=C(Nc1ccncc1)c1ccc(N2CC3CC(C2)c2cccc(=O)n2C3)c(NC(=O)c2ccc(F)cc2)c1 (stereo not given) | 1.5 | 8 | 0.1 | 1
COc1ccc(C2C=C(c3cccc(Br)c3)Nc3nc4ccccc4n32)cc1 (stereo not given) | 1.4 | -85 | -0.1 | -4
COCCCNC(=O)Cn1cnc2sc(C)cc2c1=O | 1.0 | 2 | 0.0 | 2
